From PubChem
M. tuberculosis: growth inhibition of non-replicating M. tuberculosis (AID 488890); Mycobacterium tuberculosis non-replicating, growth inhibition; higher % means a stronger effect; one-dose inhibition, % at 25 µM; IC50 in µM for titrated hits; 0.39% of 320,000 active; in the data active = a potency from the dose series; inconclusive = inhibition mostly from about 82% at the one dose, without a potency; inactive = the rest, 99 in 100 with inhibition below about 76%;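 also: plate controls were DMSO cells for no effect and high antibiotic wells for full effect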
inhibitors of VEEV: inhibitors of VEEV TC-83 cytopathic effect, confirmation, Vero cells (AID 588727); 0.13% of 350,000 active; inhibition, % at 20 µM, or IC50 in µM where a hit was titrated; Vero cells, VEEV TC-83 cytopathic effect inhibition; higher % means a stronger effect; in the data active = a potency from the dose series; inconclusive = inhibition mostly from about 14% at the one dose, without a potency; inactive = the rest, 99 in 100 with inhibition below about 12%; also: strong numbers were not always called active
PhoP GFP inhibition: PhoP regulon inhibitors, Salmonella typhi PhoP promoter GFP reporter, confirmatory (AID 1850); Salmonella Typhi PhoP-promoter GFP reporter, fluorescence, 4 h; higher % means a stronger effect; inhibition, % at 50 µM; hits with a dose series show IC50 in µM; 0.33% of 310,000 active; in the data active = a potency from the dose series; inconclusive = inhibition mostly from about 25% at the one dose, without a potency; inactive = the rest, 99 in 100 with inhibition below about 19%;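 also: 0% = induced wells with vehicle and 100% = uninduced wells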
H1N1 NS1A inhibition: H1N1 influenza NS1A inhibitors, functional cell based assay (AID 504329); 0.3% of 340,000 active; one-dose inhibition, % at 12.5 µM; IC50 in µM for titrated hits; NS1A functional cell-based assay, percent inhibition; higher % means a stronger effect; in the data active = a potency from the dose series; inconclusive = inhibition above about 27% without an active follow-up result; also: strong numbers were not always called active
M. tuberculosis HTS: M. tuberculosis growth inhibition, HTS (AID 449762) | M. tuberculosis H37Rv growth inhibition, 7H9 media; higher % means a stronger effect | inhibition, % at 25 µM, or IC50 in µM where a hit was titrated | 0.59% of 330,000 active; in the data active = a potency from the dose series; inconclusive = inhibition above about 70% without an active follow-up result;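 also: bacterial growth assessed after seven days of incubation; strong numbers were not always called active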
inhibitors of VEEV 10K pilot screen: second read-out of inhibitors of VEEV, no call of its own (marks repeat the call); inhibition, %; measured here: 10K pilot screen inhibition
The depositor's hits bear a star; i = inactive; ? = inconclusive; . = not tested or not shown.

SMILES | M. tuberculosis | inhibitors of VEEV | PhoP GFP inhibition | H1N1 NS1A inhibition | M. tuberculosis HTS | others
Cc1nnc(NC(=O)C(C)Sc2nnc(CCNC(=O)c3ccccc3F)n2C)s1 (centres undefined) | -12% | 0.9% | 13% | 1% | -2%
COc1ccc(-c2c(C)sc(NC(=O)c3ccnn3C)c2C#N)cc1 | -7% | i | -7% | -3% | -2%
CC(NC(=O)c1ccc([N+](=O)[O-])o1)C12CC3CC(CC(C3)C1)C2 (centres undefined) | ? | i | -48% | 9% | ?
COc1ccc(F)cc1C(=O)C1CCCN(Cc2ccc3c(c2)OCCO3)C1 (centres undefined) | 6% | i | -2% | 1% | 3%
CCOc1ccccc1CN1CCN(Cc2csc(C(C)=O)c2)CC1CCO (centres undefined) | 17% | 0.5% | 1% | -3% | -1%
Cc1cc(=O)oc(C)c1C(=O)Nc1cnc2ccccc2c1 | 1% | 0.6% | -3% | -3% | -6%
O=C(NCc1n[nH]c(=S)n1-c1ccccc1)c1ccco1 | -9% | 2.4% | 3% | 10% | 2%
CN1CCN(C(=O)C2=C[C@@H](C3CCCCC3)C[C@@H](OCCCCO)O2)CC1 | -5% | 0.5% | -2% | 3% | -5%
COc1ccc2cc3cc(C(=O)NCc4ccco4)oc3nc2c1 | 59% | 7.4% | -14% | 12% | 5%
C/C(N)=C(/C#N)C(=O)CSc1nc2ccccc2c(=O)n1-c1ccc(C)cc1 | -7% | . | -10% | . | 1%
CCOc1ccc(NC(=O)NCCCCc2ccccc2)cc1 | 43% | 1.0% | -8% | -5% | -1%
CSCCC(N=C(NS(=O)(=O)c1ccc(Br)cc1)c1ccccc1)C(=O)O (centres undefined) | -20% | 1.4% | -13% | -3% | -12%
CCNc1nc(NC(C)(C)C)nc(SCC(N)=O)n1 | -7% | 5.1% | -4% | 5% | 1% | inhibitors of VEEV 10K pilot screen=0.6
COc1ccc(S(=O)(=O)N(C)CC(=O)N2CCCCCC2)cc1 | 16% | i | -2% | -2% | -2%
CCOC(=O)CC1(C)NC(C(=O)O)C(C)(C)S1 (centres undefined) | . | 34% | . | 0% | .
COc1ccccc1OCC(=O)Nc1nc(C)c(C)s1 | 1% | 3.1% | 2% | -5% | -2%
COC(=O)C(C)Sc1nnc2n(-c3cccc(C)c3)c(=O)c3c4c(sc3n12)CCCC4 (centres undefined) | . | 9.8% | -8% | 27% | 3%
Cn1nnnc1SCC1=C(C(=O)O)N2C(=O)[C@@H](NC(=O)[C@H](O)c3ccccc3)[C@H]2SC1 | 63% | 0.2% | -2% | -1% | 0%
CC(C(=O)Nc1sc2c(c1C#N)CCCCC2)N1C(=O)c2ccccc2C1=O (centres undefined) | -13% | 0.3% | -3% | -6% | -4%
COc1ccccc1NC(=O)COC(=O)c1ccc(S(=O)(=O)N2CCCCCC2)cc1 | -2% | i | . | 1% | -4%
COc1ccc2nc(N3CCN(C(=O)c4ccc([N+](=O)[O-])o4)CC3)sc2c1 | ? | 1.9% | 1% | -10% | ?
COC(=O)c1ccccc1NC(=O)NCc1ccccc1 | -18% | 1.1% | 16% | 4% | -2%
CCOC(=O)c1cc(OCC(=O)NC(C)C(C)C)cc(C(=O)OCC)c1 (centres undefined) | 8% | 0.8% | -2% | 3% | 7%
CCOc1ccc2[nH]c(=O)c(CN(CCO)C(=O)c3ccc(F)cc3)cc2c1 | -5% | 0.6% | -2% | -12% | -5%
CCOc1cc(C(=O)NCC(C)(C)CNC(=O)c2cc(OCC)c(OCC)c(OCC)c2)cc(OCC)c1OCC | 45% | 7.0% | 4% | . | 9%
SMILES | M. tuberculosis | inhibitors of VEEV | PhoP GFP inhibition | H1N1 NS1A inhibition | M. tuberculosis HTS | others
Cc1nn(-c2ccccc2)c(Cl)c1/C=N/NC(=O)c1ccn[nH]1 | 20% | 0.2% | -13% | -9% | -4%
COC(=O)Cc1ccc(OC(=O)CCS(=O)(=O)c2ccc(C)cc2)cc1 | 68% | 2.3% | -1% | -18% | 15%
Cc1cc(N2CCN(CC(O)C(F)(F)F)CC2)c2ccccc2n1 (centres undefined) | -3% | i | 0% | 16% | -5%
Cc1cnc(NC(=O)c2ccc3c(c2)C(=O)N(Cc2ccco2)C3=O)s1 | -7% | 7.7% | -4% | 1% | -11%
COc1ccc(-c2cc(C(F)(F)F)nc(NC3CCCC3)n2)cc1OC | 7% | 2.9% | 4% | -1% | 7%
CC(C)(C)C(=O)Nc1cccc(-c2nnc(-c3cccc(NC(=O)C(C)(C)C)c3)o2)c1 | 7% | 9.8% | -2% | -16% | -2%
Cn1nc(C(=O)N2CCCC2)c2ccccc2c1=O | -2% | i | 4% | -4% | -13%
O=C(COc1cccc(C(F)(F)F)c1)Nc1cccc(S(=O)(=O)NC2=NCCCCC2)c1 | . | 2.8% | . | 3% | .
CC(=O)Nc1ccc(S(=O)(=O)Nc2nc3cc4c(cc3nc2Cl)OCCO4)cc1 | 3% | 1.4% | 2% | -12% | -11%
O=C(Cn1ccc(C(F)(F)F)n1)N=Nc1c(O)[nH]c2ccc(Br)cc12 | 14% | 11% | 3% | 16% | -4%
CCn1c(COc2ccccc2C)nnc1SCC(=O)Nc1cc(C)on1 | -1% | 1.5% | -5% | 4% | -5%
CC1=CC2=NC(=O)CC(C)(C(=O)N(CC(=O)NC3CCCC3)c3ccccc3C)N2C=C1 (centres undefined) | 2% | 0.1% | 7% | -4% | -2%
CCCc1cc(C(=O)Nc2ccc(C(=O)c3ccc(F)cc3)cc2)n(C)n1 | 17% | 4.9% | -10% | -5% | ?
O=C(NC1(C(F)(F)F)Oc2ccc(Cl)cc2O1)N1CCC2(CC1)OCCO2 (centres undefined) | ? | 1.0% | -19% | 10% | 2%
Cc1noc(C(=O)Nc2cccc(Cl)c2)c1Cl | -8% | 0.1% | -15% | -2% | 0%
CC(=O)N(Cc1ccco1)c1nc(C(=O)Nc2ccc(Cl)cc2)c(C)s1 | 16% | 1.7% | -3% | 30% | -2%
CC(=O)c1cc(NC(=O)c2ccc(Cl)cc2)c(=O)oc1/C=C/N(C)C | 37% | 1.7% | -13% | 4% | -10%
C[C@@H](C(=O)Nc1ccccc1N1CCOCC1)N1C(=O)C2CC=CCC2C1=O (some centres undefined) | -3% | 0.6% | -19% | 4% | 1% | inhibitors of VEEV 10K pilot screen=0.4
Cc1ccc(/C=N/NC(=O)CNC(=O)COc2ccccc2)o1 | 1% | 1.8% | -7% | -2% | 8%
c1ccc(CNc2ncnc3[nH]ncc23)cc1 | . | 4.1% | . | -2% | .
O=C(NN=Cc1c(O)ccc2ccccc12)c1ccncc1 | . | ? | . | 12µM* | .
CCOc1ccc(S(=O)(=O)NCCC(=O)Nc2cccc(C(=O)OC)c2)cc1 | 12% | 1.4% | 6% | 2% | -1%
O=C(O)c1cccc(S(=O)(=O)N2CCCC2)c1 | -15% | i | -7% | 25% | -8%
O=C(NC(=S)NCc1ccccc1)c1ccccc1[N+](=O)[O-] | 32% | i | 5% | 6% | 0%
COC(=O)c1sccc1NC(=O)c1ccc(Br)s1 | -12% | i | 0% | -12% | 1%

The list goes on, overlapping the part above by 5 compounds.
SMILES | M. tuberculosis | inhibitors of VEEV | PhoP GFP inhibition | H1N1 NS1A inhibition | M. tuberculosis HTS | others
O=C(NN=Cc1c(O)ccc2ccccc12)c1ccncc1 | . | ? | . | 12µM* | .
CCOc1ccc(S(=O)(=O)NCCC(=O)Nc2cccc(C(=O)OC)c2)cc1 | 12% | 1.4% | 6% | 2% | -1%
O=C(O)c1cccc(S(=O)(=O)N2CCCC2)c1 | -15% | i | -7% | 25% | -8%
O=C(NC(=S)NCc1ccccc1)c1ccccc1[N+](=O)[O-] | 32% | i | 5% | 6% | 0%
COC(=O)c1sccc1NC(=O)c1ccc(Br)s1 | -12% | i | 0% | -12% | 1%
CC1Cc2ccccc2N1C(=O)CCS(=O)(=O)c1ccc2c(c1)NC(=O)CS2 (centres undefined) | 26% | 6.3% | 0% | 7% | 0%
COc1ccc(CN2CCCC(C(=O)N3CCCCC3)C2)cc1OC (centres undefined) | -4% | 0.4% | 2% | -2% | 0%
CN(C)C(N)=NCCC[C@H](N)C(=O)O | 1% | 0.8% | 10% | -1% | 2%
O=C1C2(c3ccccc3)CN3CN(C2)CC1(c1ccccc1)C3 | 2% | 0.2% | -8% | -8% | -4%
CC(C)(C)c1ccc(C(=O)N2CCCN(C(=O)c3ccc(C(C)(C)C)cc3)CC2)cc1 | 1% | 1.3% | -3% | 1% | 4%
CCN(C(=O)Nc1ccccc1)c1ccccc1 | -13% | i | 8% | 7% | -2%
O=C1C2CCCN2C(=O)N1CCN1CCN(c2ccccc2)CC1 (centres undefined) | 15% | 1.0% | -1% | -4% | -10%
COc1ccc2c(c1OC)C(=O)OC2Nc1ccccn1 (centres undefined) | -9% | 2.8% | 0% | -19% | -12%
O=C(NCc1cccc(C(F)(F)F)c1)C1CC2Cn3c(nc4ccccc43)C2N1Cc1ccccc1 (centres undefined) | 5% | 0.3% | 2% | -8% | -5%
Cc1cc(C)nc(Sc2ncnc3sc4c(c23)CCC4)n1 | 15% | i | -6% | -2% | -2%
O=C(Nc1ccccc1Cl)N1CCN(c2ccc3nncn3n2)CC1 | . | 3.8% | . | 8% | -3%
CN1C[C@H](CO)C[C@@H]2c3cccc4[nH]cc(c34)C[C@H]21 | -3% | i | 8% | 21% | 1%
O=C(Nc1ccc2ccccc2c1)c1cccc([N+](=O)[O-])c1 | -14% | 0.9% | -7% | 15% | 12%
Cc1c(N(C)C(=O)C23CC4CC(CC(C4)C2)C3)c(=O)n(-c2ccccc2)n1C | 8% | 0.1% | 2% | 1% | -2%
COc1ccc(C(=O)CSc2nnc3n2CCCN3C(=O)Nc2ccccc2)cc1 | 14% | 0.2% | 3% | . | 4%
COC(C(=O)Nc1ccc(C(N)=O)cc1)c1ccccc1 (centres undefined) | 20% | 1.3% | 7% | 1% | 5%
COc1ccc(NC(=O)c2sc3ncnc(N4CCN(c5ccccn5)CC4)c3c2C)cc1Cl | -1% | 12% | -9% | 5% | 6%
COC(=O)c1ccc(C(=O)OC)c(NC(=O)CN2CCN(c3ccccc3)CC2)c1 | ? | 1.4% | -1% | 2% | ?
Cc1onc(C(=O)NC2CCCCC2)c1[N+](=O)[O-] | 39% | 0.3% | -8% | -11% | 0%
Cc1nc2ccc(NC(=S)NCCCO)cc2nc1C | -3% | 2.8% | 1% | 4% | -7%
O=S(=O)(c1ccc2nc(COc3ccc(Cl)cc3Cl)[nH]c2c1)N1CCOCC1 | 18% | 3.6% | -17% | -3% | 52%
O=c1[nH]c2ccccc2[nH]c1=O | -7% | i | 0% | -5% | 0%
C#CCCOC(=O)N1C2=NC(C(=O)OC)=C(C(=O)OC)[C@@H]3N(CC=C)c4ccccc4[C@]23C[C@H]1C(=O)OC | 10% | 8.1% | 5% | 8% | -12%
COc1cccc2cc(C(=O)CC3(O)C(=O)N(Cc4ccccc4)c4ccccc43)c(=O)oc12 (centres undefined) | 14% | 0.9% | 2% | -5% | 18%
Cn1c(=NC(=O)c2ccco2)sc2ccccc21 | 17% | 1.3% | 6% | -4% | -2%
CCOC(=O)c1sc(NC(=O)CCc2ccccc2)nc1C | -13% | 1.1% | -7% | 2% | 5%
Cc1ccn2cc(-c3cccc(S(=O)(=O)N4CC(C)OC(C)C4)c3)nc2c1 (centres undefined) | 20% | 1.5% | 3% | 2% | -1%
Cc1cc(N2CCN(C(=O)Nc3ccccc3C#N)CC2)c2ccccc2n1 | 16% | 0.4% | -2% | 1% | 98%
O=S(=O)(c1cccc(C(F)(F)F)c1)N1CCN(c2nnnn2-c2ccccc2)CC1 | -2% | i | -3% | 6% | 1%
N#Cc1c2n(c(=O)[nH]c1=O)CCCCC2 | -13% | i | -11% | -9% | 4% | inhibitors of VEEV 10K pilot screen=0.0

Quoted at random: 5 entries already listed.
SMILES | M. tuberculosis | inhibitors of VEEV | PhoP GFP inhibition | H1N1 NS1A inhibition | M. tuberculosis HTS | others
O=S(=O)(c1ccc2nc(COc3ccc(Cl)cc3Cl)[nH]c2c1)N1CCOCC1 | 18% | 3.6% | -17% | -3% | 52%
COC(=O)c1ccc(C(=O)OC)c(NC(=O)CN2CCN(c3ccccc3)CC2)c1 | ? | 1.4% | -1% | 2% | ?
CC1Cc2ccccc2N1C(=O)CCS(=O)(=O)c1ccc2c(c1)NC(=O)CS2 (centres undefined) | 26% | 6.3% | 0% | 7% | 0%
Cc1onc(C(=O)NC2CCCCC2)c1[N+](=O)[O-] | 39% | 0.3% | -8% | -11% | 0%
O=C(Nc1ccccc1Cl)N1CCN(c2ccc3nncn3n2)CC1 | . | 3.8% | . | 8% | -3%
